Bioassay records (PubChem)
TRHR enhancer = qHTS for Small Molecule Agonists and Allosteric Enhancers of Human TRH Receptor: Primary Screen for Enhancers | Thyrotropin-releasing hormone receptor (Homo sapiens), P34981 | TRHR cells, fluo-8 calcium fluorescence, EC20 TRH enhancement | enhancement, % at 2 µM | 0.66% of 360,000 active; in the data active = enhancement above about 30%; note: 0% is about no effect
Target sequence (P34981 whole entry, looked up): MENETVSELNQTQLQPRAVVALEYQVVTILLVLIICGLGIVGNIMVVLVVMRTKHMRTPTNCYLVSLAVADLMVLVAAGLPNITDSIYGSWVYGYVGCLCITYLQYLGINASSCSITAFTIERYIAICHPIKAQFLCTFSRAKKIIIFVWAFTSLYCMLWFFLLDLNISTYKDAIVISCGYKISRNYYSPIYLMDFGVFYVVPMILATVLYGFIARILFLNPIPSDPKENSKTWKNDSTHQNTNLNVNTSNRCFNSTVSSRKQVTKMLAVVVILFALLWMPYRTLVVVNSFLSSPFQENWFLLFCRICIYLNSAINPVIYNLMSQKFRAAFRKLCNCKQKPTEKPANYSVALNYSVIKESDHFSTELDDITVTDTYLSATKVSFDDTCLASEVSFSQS
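TRHR-expressing cells loaded with fluo-8 calcium dye were read kinetically (ex 480/em 530) during compound addition, then stimulated with an EC20 of TRH (10 nM final). Enhancement of the Gq-mediated intracellular calcium response was scored.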
TRHR agonist = qHTS for Small Molecule Agonists and Allosteric Enhancers of Human TRH Receptor: Primary Screen for Agonists; Thyrotropin-releasing hormone receptor (Homo sapiens), P34981; TRHR cells, calcium flux fluo-8, FDSS agonist mode; activation, % at 2 µM; 0.18% of 360,000 active; AID 493084, 2011; in the data active = activation above about 30%; note: 0% is about no effect
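In this calcium-flux screen, cells bearing human TRHR are dye-loaded with fluo-8, baselined for 10 cycles, then exposed to library compounds; positive kinetic calcium responses during the agonist phase mark hits, with TRH as control.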
TrxR1 substrate = qHTS Assay for Substrates of Mammalian Selenoprotein Thioredoxin Reductase 1 (TrxR1): qHTS; Thioredoxin reductase 1, cytoplasmic (Rattus norvegicus), O89049; purified TrxR1 substrate turnover, NADPH consumption readout; Potency, µM (top dose mostly 114 µM), without a hit: at the top dose activity change, negative = substrate turnover; 0.01% of 390,000 active; AID 588456, 2011; note: potency is the fitted concentration of half-maximal effect; % is set by controls: 0 for no effect and ±100 for the full control effect; nearly all actives have a fitted effect of over 50% in size
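Rat TrxR1, dispensed at 90 nM, was prereduced with 400 uM NADPH (final) for 5 min at ~22 deg C, then incubated with compound 15 min before 400 uM selenite. A first-read NADPH fluorescence drop versus no-compound background flagged substrates.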
D2 antagonist = HTS Assay for Allosteric Antagonists of the Human D2 Dopamine Receptor: Primary Screen for Antagonists. 2% of 340,000 active. AID 485344, 2010. HEK293 TREx D2 cells, calcium flux, dopamine EC80. inhibition, % at 10 µM; in the data active = inhibition above about 30%; note: 0% is about no effect
Target sequence (P14416 whole entry, looked up): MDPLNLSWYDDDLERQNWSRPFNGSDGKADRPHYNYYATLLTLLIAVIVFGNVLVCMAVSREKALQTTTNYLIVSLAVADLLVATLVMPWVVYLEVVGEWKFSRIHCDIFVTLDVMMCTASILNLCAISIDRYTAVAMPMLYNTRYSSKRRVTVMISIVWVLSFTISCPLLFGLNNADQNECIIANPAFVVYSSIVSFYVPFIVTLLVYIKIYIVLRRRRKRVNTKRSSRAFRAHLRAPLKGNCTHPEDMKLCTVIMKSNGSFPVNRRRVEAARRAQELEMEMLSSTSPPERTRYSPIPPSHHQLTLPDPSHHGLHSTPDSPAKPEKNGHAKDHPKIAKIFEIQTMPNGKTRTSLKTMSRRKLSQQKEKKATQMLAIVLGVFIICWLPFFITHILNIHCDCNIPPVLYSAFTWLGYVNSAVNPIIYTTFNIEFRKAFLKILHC
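Read-out: kinetic calcium fluorescence (1 cycle/s) in inducible HEK293 T-REx D2 cells after an EC80 dopamine addition that followed 180 s compound preincubation. Loss of the dopamine response indicates antagonism.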
D2 ag = HTS Assay for Allosteric Agonists of the Human D2 Dopamine Receptor: Primary Screen for Agonists; D(2) dopamine receptor (Homo sapiens), P14416; HEK293 T-REx D2 cells, calcium flux agonist mode; activation, % at 2 µM; 0.53% of 340,000 active; AID 485358, 2010;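 active = activation over 3 SD above normal in the single-dose calcium agonist read, cut at about 30% in these data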; note: 0% is about no effect
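Tetracycline-induced HEK293 T-REx cells with force-coupled D2 receptor, plated overnight at 30 C, loaded with no-wash calcium dye. After a 10 s baseline, compound was pin-added and calcium flux read kinetically for 180 s; calcium rises flagged agonists.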
USP1-UAF1 inh = Inhibitors of USP1/UAF1: Primary Screen; recombinant USP1/UAF1, Ub-Rhodamine cleavage fluorescence; Potency, µM (titrated, usually from 57.1 µM), for inactives: at the highest dose activity change, negative = inhibition, usual class: inhibitors; 0.23% of 390,000 active; AID 743255, 2014; note: potency is the fitted concentration of half-maximal effect; % is set by controls: 0 for no effect and ±100 for the full control effect; nearly all actives have a fitted effect of over 60% in size; inactives centre near -12
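High-throughput fluorogenic screen: 1nM USP1/UAF1 complex, Ub-Rho substrate 150nM final, 50mM HEPES pH 7.8 with 0.5mM EDTA, 0.1 mg/ml BSA, 1mM TCEP and 0.01% Tween-20.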
IDH1 R132H inh = qHTS for Inhibitors of mutant isocitrate dehydrogenase 1 (IDH1): qHTS; Isocitrate dehydrogenase [NADP] cytoplasmic (Homo sapiens), O75874; IDH1-R132H enzyme, NADPH consumption, diaphorase/resazurin fluorescence; Potency, µM (titrated, usually from 76.6 µM), inactives show at the top dose activity change, negative = inhibition, most hits filed as inhibitors; 0.093% of 390,000 active; note: potency is the fitted concentration of half-maximal effect; % is set by controls: 0 for no effect and ±100 for the full control effect; nearly all actives have a fitted effect of over 65% in size
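IDH1-R132H (0.5 ug/mL) preincubated 30 min with compound, then NADPH (0.016 mM) and alpha-KG (2 mM) added; 80 min at RT, pH 7.5. Remaining NADPH coupled via diaphorase/resazurin to fluorescence (540/590 nm); concentration-response curves normalized to no-enzyme control.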
Pin1 inhibitor = qHTS Assay to Find Inhibitors of Pin1; Peptidyl-prolyl cis-trans isomerase NIMA-interacting 1 (Homo sapiens), Q13526; Pin1 FP peptide displacement, HiFluor488, 10 min; Potency, µM (highest dose often 115 µM), for the others: at the top dose activity, negative = inhibition, hits mostly inhibitors; 0.009% of 390,000 active; AID 504891, 2011; active = well fitted inhibition curve with a large enough effect in the polarisation, with a control signal flat, not every such curve was filed as active; inconclusive = small, poorly fitted or top-dose-only effect, or effect the other way, or a change in a side signal; inactive = no such curve, though single readings can be large or run the other way; the % refers to the polarisation; note: potency is the fitted concentration of half-maximal effect; % is set by controls: 0 for no effect and ±100 for the full control effect
Target sequence (Q13526 whole entry, looked up): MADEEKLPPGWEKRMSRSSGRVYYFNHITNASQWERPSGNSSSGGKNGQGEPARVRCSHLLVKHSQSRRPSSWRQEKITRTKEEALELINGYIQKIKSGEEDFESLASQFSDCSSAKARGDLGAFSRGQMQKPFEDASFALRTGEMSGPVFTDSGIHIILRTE
TrxR1 inh = qHTS Assay for Inhibitors of Mammalian Selenoprotein Thioredoxin Reductase 1 (TrxR1): qHTS. 1% of 390,000 active. recombinant rTrxR1, NADPH fluorescence consumption, selenite substrate. Potency, µM (top dose mostly 114 µM), for the others: at the top dose activity change, negative = inhibition, actives largely listed as inhibitors; note: potency is the fitted concentration of half-maximal effect; % is set by controls: 0 for no effect and ±100 for the full control effect; nearly all actives have a fitted effect of over 65% in size
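Rat TrxR1 (90 nM in the dispensed reagent) was pre-reduced with 400 uM NADPH for 5 min at room temperature, then incubated with compound for 15 min. After 400 uM selenite was added, NADPH fluorescence (Ex 340/Em 450 nm) was followed for 8 min.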
Active calls of the source: *; ? = inconclusive; . = not tested or not shown; & = joins results of further samples; [ ] = another dose, or the depositor's remark. Unless noted, calls come from the whole dose curve; as a rule, active = well fitted inhibition curve with a large enough effect; inconclusive = small, poorly fitted or top-dose-only effect; inactive = no such curve, though single readings can be large or run the other way. This is a subset; the hit share may differ from the screen's.

SMILES | TRHR enhancer | TRHR agonist | TrxR1 substrate | D2 antagonist | D2 ag | USP1-UAF1 inh | IDH1 R132H inh | Pin1 inhibitor | TrxR1 inh
O=C(Nc1cccnc1)C1CC(c2ccc(Cl)c(Cl)c2)=NO1 (configuration not stated) | -3.8 | 0.1 | 12.0% | -7.9 | 1.0 | -26.6% | 6.6% | 0.2% | 20.3%
CCOC(=O)C1=C(C)NC(C)=C(C(=O)OCC)C1C(=O)OCC(=O)N1CCCCC1CC (configuration not stated) | -0.3 | -0.9 | 6.2%&10.4% | 1.7 | -0.2 | 7.4%&-15.8% | -3.2%&0.5% | 7.8%&1.6% | 8.7%&3.4%
COc1ccc(-c2noc(CCc3ccccc3)n2)cc1 | -2.1 | -1.2 | 5.2%[57.1 µM] | -15.6 | 0.2 | -7.3% | 12.5% | -7.6% | 14.0%[57.1 µM]
COc1ccccc1NC(=O)c1oc2ccccc2c1NC(=O)COc1cccc(C)c1 | -7.8 | 1.8 | 2.7% | . | 0.0 | 13.1% | -0.8% | 3.6% | 11.1%
O=C(C1CC1)N1CCN(c2ccc(F)cc2)CC1 | 5.3 | 0.0 | 10.0% | -4.0 | 1.0 | 2.5% | 1.4% | -5.0% | 1.6%[57.1 µM]
CS(=O)(=O)N1CCN(c2cccc(Cl)n2)CC1 | -1.5 | 0.0 | 0.4% | 6.7 | 0.2 | -3.1% | -4.0% | 8.8% | -0.4%
COc1cccc(C(=O)NC(=S)NCc2ccco2)c1 | -0.5 | 0.3 | -7.0% | . | . | -6.0% | 13.2% | -1.9% | -16.9%
Cc1ccc(C(=O)N2CCN(c3ccccn3)CC2)cc1C | -6.0 | -0.6 | 7.4% | -16.9 | 8.3 | -20.1% | 2.0% | 3.5% | 18.6%
COc1ccc(C(=O)COC(=O)c2c(-c3ccccc3)noc2C)c(OC)c1 | -5.3 | 0.2 | -2.4% | 7.0 | -1.1 | -25.4% | 0.7% | 15.3% | 10.0%
Cc1ccc(C)c(NC(=O)c2cc[n+](C)cc2)c1 | 0.1 | 0.2 | 6.9%[57.1 µM] | 7.2 | -0.1 | -9.3% | 8.3% | 6.7% | 9.5%[57.1 µM]
COc1ccc(NC(=O)c2sc3nc(-c4cccnc4)ccc3c2N)cc1 | 3.3 | 3.3 | 1.3%[57.1 µM] | -11.2 | 1.7 | 7.2% | -4.8% | ? | 5.0%[57.1 µM]
Cn1cc(/C=C/C(=O)c2ccccc2)c2ccccc21 | -6.8 | 1.2 | -4.2% | -22.9 | -1.5 | -13.6% | 3.9% | 54.8%[activator] | 21.4%[57.1 µM]
Cc1cccc2sc(NC(=O)CNS(=O)(=O)c3ccc(Br)s3)nc12 | . | . | 1.9% | . | . | -11.5% | 6.8% | 2.1% | 11.1%
c1ccc(C2NCCc3ccccc32)cc1 (configuration not stated) | 2.6 | 2.6 | 5.7%[57.1 µM] | -1.1 | 0.6 | -11.7% | 4.6% | 3.5% | 12.5%[57.1 µM]
COc1cccc(CN2CCC(C(=O)N3CCN(Cc4ccc5c(c4)OCO5)CC3)CC2)c1OC | 10.8 | -0.6 | -13.1% | 11.3 | -0.6 | -2.1% | 6.4% | -8.8% | -14.7%
CCOC(=O)[C@@H]1[C@H]2COc3ccccc3[C@@H]2N2C(=O)N(c3ccc(Cl)cc3)C(=O)[C@@]12C | -0.2 | -0.1 | -0.3% | -3.8 | -0.8 | -17.6% | -0.3%[38.3 µM] | 1.3% | 24.6%
NC(=O)C1CCN(c2nc(-c3cccs3)cs2)CC1 | -5.6 | 0.0 | -1.2% | . | . | . | . | -2.4% | 7.7%
O=C1C2Sc3[nH]c(=O)sc3C(c3cc([N+](=O)[O-])ccc3O)C2C(=O)N1c1ccccc1 (configuration not stated) | 1.5 | 0.7 | -8.2% | 3.9 | 0.4 | -13.3% | 11.0% | -10.7% | 0.2%
O=C(Nc1ccccc1)C1=C(O)CC(c2ccc(Cl)cc2)N2CCN=C12 (configuration not stated) | 7.5 | 0.9 | 0.0% | 3.2 | 0.3 | -17.9% | 4.1% | 22.2% | 12.5%
Cc1ccc2oc(C(=O)Nc3cccc(Cl)c3)cc(=O)c2c1 | 11.7 | -0.9 | -5.7% | . | -1.1 | -16.4% | 11.5% | 24.8% | 6.0%
Nc1c(C(=O)N2CCCCCC2)oc2ccccc12 | -1.7 | -0.4 | 0.1% | 0.9 | 0.3 | -11.9% | -1.9% | 0.6% | 26.2%
Cc1ccc(S(=O)(=O)N2[C@@H](c3ccc(C(C)(C)C)cc3)C(C(=O)O)=CC[C@H]2c2ccc(Cl)cc2)cc1 | . | . | -9.7% | . | . | ? | -1.2% | . | 6.5%
CSc1nc(Cl)c(Cc2ccc(OC(C)C)cc2)c(N(C)C)n1 | -9.1 | 0.1 | -7.0% | -9.9 | -0.1 | -13.0% | 11.9% | -7.8% | -23.8%
CCOC(=O)C1CCCN(C(=O)Cn2nc(C)n3c(cc4c(OC)cccc43)c2=O)C1 (configuration not stated) | -5.5&-5.2 | -0.8&0.2 | 253.3%[activator] | 4.8 | 19.4 | -17.7%&-9.7% | -0.5%&0.0% | ? | 14.8%&22.2%
CCc1nnc(NC(=O)CCC(=O)Nc2ccc(C)cc2)s1 | -0.3 | -0.1 | 12.7% | 43.2* | 1.0 | -8.8% | 11.9% | 2.5% | 46.4%[activator]
O=C1/C(=C/c2ccc(F)cc2)SC(=S)N1CC(=O)N1CCCCC1c1cccnc1 (configuration not stated) | 9.8 | -0.2 | 2.6% | . | . | -13.0% | 0.6% | 1.6% | 19.7%
COc1ccc(CNC(=O)CN(CC2CCCO2)C(=O)CNS(=O)(=O)c2ccccc2)cc1 (configuration not stated) | -10.4 | -0.2 | 10.4%[57.1 µM] | 15.5 | -0.4 | -23.7% | 5.2% | -4.2% | 10.0%[57.1 µM]
COCCCN1C(=O)c2ccc(C(=O)N3CCN(c4ccccc4OC)CC3)cc2C1=O | -0.6 | 0.0 | 6.1% | 1.5 | 0.0 | -18.7% | 0.0% | -1.8% | 27.0%
c1ccc(-n2cc(CN3CCCC3)c(-c3ccc4c(c3)OCO4)n2)cc1 | -11.0 | -1.4 | 24.6% | 21.1 | 0.5 | -14.8% | 9.5% | 0.3% | 35.6%
COc1ccc(OC(=O)CCCN2C(=O)c3ccccc3C2=O)cc1 | 5.1 | 0.3 | 1.3% | -11.6 | -0.3 | -22.2% | 0.0% | -0.1% | 13.2%
CCOCCCn1c(SCC(=O)Nc2ccc(OC)cc2)nc2ccccc2c1=O | 0.2 | -0.6 | 12.2% | 2.6 | 1.6 | -13.5% | 5.8% | -5.0% | 41.1%[activator]
COc1ccc(NC(=O)c2ccccc2NS(=O)(=O)c2ccc(CNC(C)=O)cc2)c(OC)c1 | 7.6 | -1.1 | -5.0% | -15.5 | 0.6 | -8.3% | -0.3% | 2.8% | -0.2%
CCc1ccc(NC(=O)Nc2nnc(N(C)C3CCCCC3)s2)cc1 | -1.3 | -0.9 | -5.1% | . | -1.6 | -4.8% | 11.9% | -10.6% | 2.4%
Cc1cc(N2CCN(c3ccc(F)cc3)CC2)n2ncnc2n1 | 3.4 | -0.9 | 1.0% | -24.2 | 1.3 | -23.7% | -0.2% | 2.4% | 9.7%
COc1ccc(Cl)cc1C(=O)Nc1ccc(N(C)C(C)=O)cc1 | -4.3 | 0.5 | -7.6% | 11.5 | 0.4 | -9.9% | 1.7% | -0.4% | -4.1%
CCOC(=O)c1ccc(NC(=O)c2ccco2)cc1 | -4.5 | 0.3 | -8.6% | 8.3 | 0.3 | -14.8% | 10.9% | -1.0% | 4.6%
O=C1CC(SC(=Nc2ccccc2)Nc2ccccc2)C(=O)N1c1ccc(Cl)c(Cl)c1 (configuration not stated) | 1.2 | 1.9 | -5.4% | -25.4 | 1.4 | -6.3% | 6.8% | 11.6% | 2.5%
O=C(NCCCn1ccnc1)c1ccc(-c2cccc(C(F)(F)F)c2)o1 | . | . | 3.0% | . | . | -12.6% | 0.8% | 4.0% | 6.7%
COc1ccc(S(=O)(=O)N2CCCCC2)cc1 | -3.9 | -0.1 | -1.7% | -4.3 | 0.4 | -5.9% | -1.4% | 9.0% | 18.6%
CN1CCN(C(=O)/C(=C/c2cccs2)NC(=O)c2ccco2)CC1 | -3.0 | 0.7 | -0.4%[57.1 µM] | -4.1 | -0.1 | -12.7% | 0.5% | -3.8% | 11.1%[57.1 µM]
CCn1c(NC(=S)Nc2ccccc2)nc2ccccc21 | -10.3 | 0.2 | -9.1% | 2.7 | -0.1 | -13.0% | 4.6% | -0.5% | -21.3%
